L3MBTL1 block = L3MBTL1 (human) inhibition; AlphaScreen L3MBTL1–H3K9me1 peptide binding; Potency, µM (doses to about 57.1 µM), for inactives: at the highest dose activity, negative = inhibition, hits mostly inhibitors; actives 0.66% (n = 230,000); AID 485360; further: nearly all actives have a fitted effect of over 60% in size
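L3MBTL1 50 nM + b-AHA-H3(1-15)K9me1 75 nM, 30 min RT; compound added, 30 min RT; streptavidin donor/Ni-chelate acceptor beads 10 ug/mL each final, 30 min RT dark; AlphaScreen read.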
GLA spleen mod = inhibits or activates alpha-galactosidase in human spleen homogenate; P06280; human spleen homogenate, 4MU-alpha-Gal fluorescence, 40 min; actives 0.008% (n = 240,000); Potency, µM (titrated, usually from 80 µM), without a hit: top-dose activity change, negative = inhibition, actives largely listed as inhibitors;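 further: 0% = enzyme with vehicle and -100% = no enzyme basal signal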
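qHTS titration in buffer at pH 5.0. Alpha-galactosidase activity in spleen homogenate was measured via 4-methylumbelliferone release from 1 mM fluorogenic substrate after 40 min at 37C and a pH 10 stop. AC50 came from Hill fits of control-normalized data.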
Tau FP inhib = blocks human tau fibril formation measured by polarization; K18 P301L tau heparin fibrillization, Alexa594 FP, 6 h; AID 1468; P10636; Potency, µM (titrated, usually from 57.7 µM), for inactives: top-dose activity, negative = inhibition, hits mostly inhibitors; actives 0.39% (n = 280,000); further: nearly all actives have a fitted effect of over 55% in size
Target sequence (P10636 561-689 P618L limits assumed): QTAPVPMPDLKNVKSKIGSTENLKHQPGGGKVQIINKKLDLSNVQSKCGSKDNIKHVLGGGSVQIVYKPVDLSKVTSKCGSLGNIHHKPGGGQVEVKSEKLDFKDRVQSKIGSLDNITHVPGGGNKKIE
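Heparin (20 uM) drove fibril formation of recombinant tau K18 P301L, 15 uM unlabeled with 0.24 uM Alexa 594 label, for 6 hr at 37 C in 100 mM sodium acetate pH 7. Fluorescence polarization (555/632 nm) read 1 hr after 30 uM ThT.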
Tau ThT inhib = inhibitors of human tau fibril formation, thioflavin T binding; P10636; recombinant tau K18 P301L, heparin-induced fibrillization, ThT fluorescence; Potency, µM (top dose mostly 57.4 µM), for inactives: at the top dose activity, negative = inhibition, usual class: inhibitors; actives 2.1% (n = 270,000); further: nearly all actives have a fitted effect of over 55% in size
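Using a mix of unlabeled (15 uM) and Alexa 594-labeled (0.24 uM) tau K18 P301L, heparin-triggered fibrillization over 6 hr at 37 C was scored by ThT fluorescence.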
TexasRed fluor = Texas Red fluorescence interference in TRb-SRC2 counter-screen | TRb/SRC2 Texas Red total fluorescence interference | Potency, µM (highest dose often 106 µM), for inactives: at the top dose fluorescence change, negative = quenching | actives 0.29% (n = 280,000); active means well fitted curve in either direction with a large enough effect; inconclusive means small, poorly fitted or top-dose-only effect
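Human TRb ligand-binding domain at 0.6 uM with 20 nM Texas Red SRC2 peptide in Tris buffer containing 1 uM T3 and 5% DMSO, incubated with compound 5 h at ambient temperature. Total fluorescence (555/632 nm) calculated as parallel + 2 × perpendicular.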
ALDH1A1 inh = blocks purified human ALDH1A1 activity; P00352; Purified ALDH1A1, NADH fluorescence, propionaldehyde substrate; Potency, µM (doses to about 75.3 µM), for the others: at the highest dose activity, negative = inhibition, hits mostly inhibitors; actives 7.3% (n = 220,000); AID 1030; active means well fitted inhibition curve with a large enough effect, not every such curve was filed as active; inconclusive means small, poorly fitted or top-dose-only effect, or another doubt; inactive means no such curve, though single readings can be large or run the other way;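 further: plate controls were no enzyme wells and a reference inhibitor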
Target sequence (P00352 whole entry, looked up): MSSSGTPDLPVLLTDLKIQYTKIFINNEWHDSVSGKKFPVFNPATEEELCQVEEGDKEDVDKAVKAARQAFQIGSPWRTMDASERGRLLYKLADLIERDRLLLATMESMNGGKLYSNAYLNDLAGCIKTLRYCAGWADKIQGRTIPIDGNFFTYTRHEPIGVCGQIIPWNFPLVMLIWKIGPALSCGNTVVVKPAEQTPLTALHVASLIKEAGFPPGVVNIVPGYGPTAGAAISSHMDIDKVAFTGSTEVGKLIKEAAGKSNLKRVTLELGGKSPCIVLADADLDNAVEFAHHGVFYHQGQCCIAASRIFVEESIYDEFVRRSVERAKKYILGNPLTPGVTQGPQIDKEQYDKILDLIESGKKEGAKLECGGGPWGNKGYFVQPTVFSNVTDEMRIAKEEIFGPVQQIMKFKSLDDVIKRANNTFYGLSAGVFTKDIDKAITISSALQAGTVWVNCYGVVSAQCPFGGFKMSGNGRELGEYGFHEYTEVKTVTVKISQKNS
TRb SRC2 PPI = TRbeta-SRC2 interaction inhibition. AID 1469. actives 0.065% (n = 280,000). Potency, µM (series often up to 106 µM), inactives show top-dose activity change, negative = inhibition, hits mostly inhibitors. TRbeta-SRC2 peptide binding, fluorescence polarization; receptor liganded with 1 µM T3. P10828;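 further: plate controls were bound peptide for no effect and peptide without receptor for full effect; nearly all actives have a fitted effect of over 50% in size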
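Quantitative HTS by FP: 0.6 uM TRb LBD, 20 nM labeled SRC2 20-mer, 1 uM T3, 5% DMSO; 5 hr ambient incubation; % activity per concentration and potencies from concentration series.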
Tau fluor counter = counter-screen for tau fibril formation inhibitors | tau K18 P301L (four-repeat tau fragment) Alexa594 fluorescence, heparin fibrillization | actives 0.93% (n = 280,000) | Potency, µM (highest dose often 57.7 µM), inactives show at the highest dose activity change, negative = decrease | AID 1463; further: nearly all actives have a fitted effect of over 55% in size
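Human K18 P301L tau (15 uM unlabeled plus 0.24 uM Alexa 594-labeled, final) in 100 mM sodium acetate pH 7 was mixed with compound and 20 uM heparin and incubated 6 hr at 37 C.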
* = called active by the depositor; ? = inconclusive; . = no result given; [ ] = dose if it differs, or a comment. Unless noted, the call rests on the fitted dose curve; in most records, active means well fitted curve in the direction sought with a large enough effect; inconclusive means small, poorly fitted or top-dose-only effect, or another doubt; inactive means no such curve, though single readings can be large; an effect the other way counts as inactive or inconclusive. Unless noted, on the % scale 0 is the no-effect control and ±100 the full control effect; potency means the concentration at half of the fitted maximal effect.

SMILES	L3MBTL1 block	GLA spleen mod	Tau FP inhib	Tau ThT inhib	TexasRed fluor	ALDH1A1 inh	TRb SRC2 PPI	Tau fluor counter
CCOC(=O)CNC(=O)CSc1ccc2nnc(-c3ccc(F)cc3)n2n1	-17%	8%	-14%	-7%	-2%	?	-2%	-8%
Cc1cc(C)c(C(=O)COC(=O)c2cc([N+](=O)[O-])ccc2NCCO)cc1C	-3%	1%	?	-12%	?	-4%	-5%	?
O=C(COC(=O)c1ccc(Br)o1)NCc1cccs1	.	0%	-1%	-4%	2%	2%	13%	-3%
Cc1cc(C)c(S(=O)(=O)NCC(=O)NCc2ccco2)c(C)c1	.	9%	1%	-4%	1%	6%	-9%	-4%
CCOc1ccc(-c2nnc(SCc3nnc(-c4ccccc4)o3)n2-c2ccccc2F)cc1	-3%	-9%	9%	?	1%	4%	-6%	-2%
O=C(NCCc1ccccc1)C1CCN(Cc2cc3ccccc3n2Cc2cccc(Cl)c2)CC1	.	.	-5%	-9%	-5%	.	4%	-17%
CCOC(=O)C1=C(C)N(CCCCCC(=O)O)C(=O)NC1c1ccccc1OC(=O)c1cccs1 (stereo unspecified)	8%	-6%	-7%	-9%	-1%	13%	0%	-5%
CCOC(=O)C1=C(C)NC2=C(C(=O)C(C(=O)OCC)C(c3ccco3)C2)C1c1ccccn1 (stereo unspecified)	.	9%	5%	-4%	-5%	?	-7%	2%
Clc1ccc(OCCOCCN2CCc3ccccc3C2)c(Cl)c1	6%	4%	-1%	?	-1%	2%	-4%	-14%
COc1ccc(NC(=S)N(CCN2CCOCC2)Cc2cc3cc4c(cc3[nH]c2=O)OCO4)cc1	0%	1%	2%	-13%	-5%	?	1%	-9%
CNc1cc(Cl)nc(SC)n1	8%[11.4 µM]	2%	5%	3%	-3%	5%	1%	2%
Cc1ccc(N2CCN(S(=O)(=O)c3ccc4c(c3)n(C)c(=O)c(=O)n4C)CC2C)cc1 (stereo unspecified)	3%	7%	6%	1%	0%	-4%	-3%	-2%
CC1(C)Cc2c(sc3[nH]c(=S)n(Cc4ccco4)c(=O)c23)CO1	-1%	-15%	?	28µM*	-15%	5µM*	3%	-26%
O=C(Nc1ccc2c(c1)CCC2)c1cccc(S(=O)(=O)N2CCN(c3ccc(F)cc3)CC2)c1	-4%	0%	?	-3%	-3%	-4%	-12%	-28%
COc1ccc(C(=O)c2ccccc2)c(O)c1O	.	2%	-10%	?	-2%	-3%	-6%	-22%
COc1cccc(/C=N/NC(N)=S)c1OCc1cccc(Cl)c1	-7%	1%	-6%	-10%	-3%	-8%	2%	-22%
Cc1ccc(/C=C/C2=NN(Cc3ccccc3)C(=O)CC2)cc1	.	4%	14%	-15%	-7%	?	-1%	-10%
CCOC(=O)c1c(C)nc(C)c(C(=O)OCC)c1-c1ccc(O)c(OC)c1	.	-8%	-9%	-11%	-6%	16µM*	-4%	-8%
CCN(CC)S(=O)(=O)c1ccc(C(=O)OC2CCCCC2CN(C)C)cc1 (stereo unspecified)	1%	5%	-1%	1%	2%	0%	-1%	4%
CC(C)CC(=O)Nc1ncc([N+](=O)[O-])s1	.	-17%	-9%	.	-8%	.	2%	-12%

Three entries from above, in markdown.
| smiles | L3MBTL1 block | GLA spleen mod | Tau FP inhib | Tau ThT inhib | TexasRed fluor | ALDH1A1 inh | TRb SRC2 PPI | Tau fluor counter |
| --- | --- | --- | --- | --- | --- | --- | --- | --- |
| Clc1ccc(OCCOCCN2CCc3ccccc3C2)c(Cl)c1 | 6% | 4% | -1% | ? | -1% | 2% | -4% | -14% |
| Cc1cc(C)c(C(=O)COC(=O)c2cc([N+](=O)[O-])ccc2NCCO)cc1C | -3% | 1% | ? | -12% | ? | -4% | -5% | ? |
| Cc1ccc(N2CCN(S(=O)(=O)c3ccc4c(c3)n(C)c(=O)c(=O)n4C)CC2C)cc1 (stereo unspecified) | 3% | 7% | 6% | 1% | 0% | -4% | -3% | -2% |

Some entries already given, limited to TRb SRC2 PPI, Tau ThT inhib and GLA spleen mod:
SMILES | TRb SRC2 PPI | Tau ThT inhib | GLA spleen mod
Cc1ccc(N2CCN(S(=O)(=O)c3ccc4c(c3)n(C)c(=O)c(=O)n4C)CC2C)cc1 (stereo unspecified) | -3% | 1% | 7%
CC1(C)Cc2c(sc3[nH]c(=S)n(Cc4ccco4)c(=O)c23)CO1 | 3% | 28µM* | -15%
O=C(Nc1ccc2c(c1)CCC2)c1cccc(S(=O)(=O)N2CCN(c3ccc(F)cc3)CC2)c1 | -12% | -3% | 0%
COc1ccc(C(=O)c2ccccc2)c(O)c1O | -6% | ? | 2%
COc1cccc(/C=N/NC(N)=S)c1OCc1cccc(Cl)c1 | 2% | -10% | 1%
Cc1ccc(/C=C/C2=NN(Cc3ccccc3)C(=O)CC2)cc1 | -1% | -15% | 4%

Carrying on.
SMILES	L3MBTL1 block	GLA spleen mod	Tau FP inhib	Tau ThT inhib	TexasRed fluor	ALDH1A1 inh	TRb SRC2 PPI	Tau fluor counter
O=C1Nc2c(ccc(Cl)c2Cl)C(=O)C1(F)c1ccccc1 (stereo unspecified)	1%	0%	?	?	-1%	.	-1%	-30%
O=C(Nc1nc2ccc(S(=O)(=O)N3CCCCC3)cc2s1)C1CCCO1 (stereo unspecified)	26%[11.4 µM]	4%	-5%	-4%	0%	?	-5%	-10%
O=C(O)C1CC=C(Cl)CC1C(=O)NCC1OCCc2ccccc21 (stereo unspecified)	7%	-1%	2%	-11%	-1%	1%	6%	-10%
CC(C)(C)c1ccc(/C=C(\C#N)C(=O)NCCN2CCOCC2)cc1	-5%	7%	8%	-8%	-1%	-8%	-1%	-7%
N#CC(C#N)=Cc1cccn1-c1ccc(C(=O)O)cc1	2µM*	0%	2%	2%	-4%	2%	-5%	6%
Cc1ccccc1OCC(O)CN (stereo unspecified)	3%	1%	9%	-11%	-3%	6%	-1%	-11%
COC(=O)c1ccc(NC(=S)NC2CCc3ccccc32)cc1 (stereo unspecified)	-8%	1%	?	-14%	0%	4%	-1%	?
CC(C)C(=O)NC(=S)/C=C1/N(C)c2ccccc2C1(C)C	-13%	-5%	10%	?	8%	8.9µM*	-5%	?
O=C(NC(=S)Nc1ccccc1Cl)c1cncc(C#Cc2ccccc2)c1	6%	9%	?	-14%	-1%	.	-1%	-25%
O=S(=O)(c1ccc(-c2ccon2)s1)N1CCOCC1	2%	4%	-7%	0%	-2%	.	-3%	-3%
COc1cccc(-c2cc(N3C(=O)Nc4ccccc4N3O)n[nH]2)c1	-3%	7%	7%	-6%	-5%	10%	-5%	-2%
C1CCC(OCCN2CCN(CCOC3CCCCC3)CC2)CC1	3%	5%	-1%	-3%	-2%	12%	0%	1%
COc1cccc(-c2noc(COc3cccc(C)c3C)n2)c1	.	.	-11%	-11%	1%	.	-3%	-15%
O=S(=O)(NCCSc1nnc(-c2ccco2)n1-c1ccccc1)c1ccccc1	2%	5%	7%	-7%	-1%	-11%	-15%	1%
COc1cc2c(c(OC)c1OC)-c1c(cc3c(c1O)OCO3)C[C@@H](C)[C@@H](C)C2	.	4%	4%	-6%	0%	.	1%	2%
COc1ccc(-c2nc3c(c(SCc4cc(C)ccc4C)n2)Cc2c(CO)cnc(C)c2O3)cc1	.	.	2%	1%	-1%	.	-7%	1%
CCN(CC)S(=O)(=O)c1cccc(NC(=O)c2cc(=O)[nH]c3ccccc23)c1	-3%	3%	?	-12%	0%	-3%	-1%	-20%
O=C(Nc1ccccc1C(=O)Nc1ccc2c(c1)OCO2)c1cccs1	.	0%	-13%	-18%	-1%	0%	-6%	?
CC1(C)Cc2c(sc3nn[nH]c(=O)c23)CO1	-5%	-5%	5%	-7%	-2%	?	7%	1%
Cc1cc(C)c2oc(-c3cccc(NC(=O)COc4ccc([N+](=O)[O-])cc4)c3)nc2c1	.	.	?	?	0%	.	0%	-21%

Continued; the last two above are carried over.
SMILES	L3MBTL1 block	GLA spleen mod	Tau FP inhib	Tau ThT inhib	TexasRed fluor	ALDH1A1 inh	TRb SRC2 PPI	Tau fluor counter
CC1(C)Cc2c(sc3nn[nH]c(=O)c23)CO1	-5%	-5%	5%	-7%	-2%	?	7%	1%
Cc1cc(C)c2oc(-c3cccc(NC(=O)COc4ccc([N+](=O)[O-])cc4)c3)nc2c1	.	.	?	?	0%	.	0%	-21%
CCN(CC)S(=O)(=O)c1ccc(C(=O)OCCN2C(=O)c3cccc4c(N5CCOCC5)ccc(c34)C2=O)cc1	8%	1%	-2%	5%	-7%	7%	-2%	-6%
O=C(NCc1ccc(Cl)cc1)C(=O)N/N=C/c1ccc(Br)cc1	0%	-3%	-13%	3%	0%	6%	-1%	6%
CC1Cc2ccccc2N1C(=O)CSc1nc2ccccc2o1 (stereo unspecified)	14%	2%	-3%	-10%	0%	-5%	-4%	-14%
CC1(C)CC(=O)C2=C(C1)N(Cc1ccccc1)C(=O)C2(NC(=O)C(C)(C)C)C(F)(F)F (stereo unspecified)	1%	6%	-5%	3%	-7%	5%	-3%	-3%
O=C(Cn1cc(S(=O)(=O)N2CCCC2)c(S(=O)(=O)N2CCCC2)c1)Nc1ccccc1	.	.	?	-1%	-10%	.	0%	-8%
CC(C)(C)NC(=O)NC(=O)CSc1cccc(C(F)(F)F)c1	16%	4%	-2%	0%	0%	11%	7%	-13%

Assay outcomes as filed in PubChem.
